# HIF-2a block = inhibitors of HIF-2a; AID 624352; 786-0 RCC cells HIF-2a reporter, luciferase luminescence, overnight; 360,000 compounds, 0.72% hits; inhibition, % at 18.8 µM;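 active = inhibition of the luminescence signal of 40% or more relative to plate controls, in a single-dose primary screen at 18.75 µM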
# Shn3 inh set2 = reduces Shn3 3'UTR luciferase signal in osteoblasts. AID 588674. 360,000 compounds, 0.52% hits. Clone20 osteoblast Shn3 3'UTR firefly luciferase, 24 h. inhibition, % at 12.5 µM;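 active = mean inhibition of at least 75% with every replicate also reaching 75%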;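 note: 0% = median of neutral control wells and 100% = pilot-screen positive control compound; some compounds past the cut are filed as inactive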
# CaV13 ICDI inh = Disruptors of the CACNA1D IQ motif to Ca2+-dependent inactivation inhibitor domain association, primary screening, Förster resonance energy transfer in intact living …; HEK cells, CFP/YFP FRET ICDI-IQ, plate reader, 10 min; percent FRET-ratio fall versus neutral wells; AID 743397; 340,000 compounds, 0.098% hits; inhibition, % at 12.3 µM;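 active = mean replicate inhibition of at least 30% and at least 1% of replicates passing that level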;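 note: 0% = median of the neutral control wells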
# iPSC survival up = enhancers of human iPSC single-cell survival | hiPSC single-cell survival, ATPlite luminescence; 100% = ROCK inhibitor wells, 0% = DMSO | survival enhancement, % at 20 µM | 360,000 compounds, 0.044% hits; in the data active = survival enhancement above about 18%;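 note: cells exposed to compounds for 16 hours before the ATP read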
# HTR2A ag = activates the mouse 5-HT2A serotonin receptor | 360,000 compounds, 0.66% hits | P35363 | CHO-K1 mHTR2A beta-arrestin complementation, luminescence; percent of 30 µM serotonin response | activation, % at 7.6 µM;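 active = activation above a run cutoff, the mean activation of all tested compounds plus 3 SD, cut at about 14% in these data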;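 note: 0% = plate median of compound wells and 100% = 30 µM serotonin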
# Target sequence (P35363 whole entry, looked up): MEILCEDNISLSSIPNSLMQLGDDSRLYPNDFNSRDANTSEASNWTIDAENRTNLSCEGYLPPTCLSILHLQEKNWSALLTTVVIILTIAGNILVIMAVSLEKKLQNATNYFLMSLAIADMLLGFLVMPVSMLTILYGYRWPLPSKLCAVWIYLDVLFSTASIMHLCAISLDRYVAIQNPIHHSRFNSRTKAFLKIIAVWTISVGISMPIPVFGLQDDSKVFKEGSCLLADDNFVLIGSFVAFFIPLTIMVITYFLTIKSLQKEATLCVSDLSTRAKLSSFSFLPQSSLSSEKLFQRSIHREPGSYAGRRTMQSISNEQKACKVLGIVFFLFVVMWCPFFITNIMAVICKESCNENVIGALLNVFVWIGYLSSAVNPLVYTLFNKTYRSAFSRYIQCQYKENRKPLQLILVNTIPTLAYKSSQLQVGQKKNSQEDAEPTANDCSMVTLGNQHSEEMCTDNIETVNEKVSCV
# Peg3 promoter = reduces Peg3 promoter-driven luciferase expression in HeLa | HeLa PEG-Prom luciferase reporter, luminescence, overnight | 360,000 compounds, 1.7% hits | inhibition, % at 20 µM;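 active = inhibition of at least 50% at 20 µM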
# MITF TRPM1 inh = inhibitors of MITF-driven TRPM1 promoter in melanoma cells | SK-MEL-5 TRPM1 promoter luciferase, 24 h | 330,000 compounds, 0.83% hits | inhibition, % at 12.5 µM;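 active = mean inhibition across replicates of 60% or more, whatever share of single replicates reaches that level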; note: values of inactives mirror those of a sister screen read the other way
# NR2E3 ag-1 = human photoreceptor-specific nuclear receptor agonism; Q9Y5X4; CHO-S Gal4-NCOR/VP16-NR2E3 two-hybrid, luciferase; inhibition of corepressor binding, % at 3.98 µM; 360,000 compounds, 0.35% hits; AID 602229;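 active = inhibition above the mean of all tested compounds plus 3 SD, cut at about 70% in these data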;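 note: 0% = DMSO with NR2E3 transfected cells and 100% = cells lacking NR2E3 construct; higher means lower luciferase signal from less NR2E3 corepressor binding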
# H9c2 protect = myocardial damage modulation in H9c2 cells | H9c2 cardiomyocytes, H2O2 injury protection, ATPLite, 2 h | protection from H2O2 cell death, % at 20 µM | 360,000 compounds, 0.63% hits | AID 588492;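 active = compounds giving at least 50% protection of heart cells from peroxide-induced death in the single-dose screen, raw or plate-pattern-corrected value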;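 note: 0% = DMSO wells with peroxide and 100% = DMSO wells without peroxide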
# PDI turbidity = PDI (human) enzyme inhibition; inhibition, % at 10 µM; 350,000 compounds, 0.052% hits; PDI insulin aggregation turbidity, A650, 90 min; P07237; AID 588391;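 active = mean inhibition across replicates of 30% or more, whatever share of single replicates reach that level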;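 note: absorbance from insulin aggregation driven by PDI reduction with DTT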
# Target sequence (P07237 whole entry, looked up): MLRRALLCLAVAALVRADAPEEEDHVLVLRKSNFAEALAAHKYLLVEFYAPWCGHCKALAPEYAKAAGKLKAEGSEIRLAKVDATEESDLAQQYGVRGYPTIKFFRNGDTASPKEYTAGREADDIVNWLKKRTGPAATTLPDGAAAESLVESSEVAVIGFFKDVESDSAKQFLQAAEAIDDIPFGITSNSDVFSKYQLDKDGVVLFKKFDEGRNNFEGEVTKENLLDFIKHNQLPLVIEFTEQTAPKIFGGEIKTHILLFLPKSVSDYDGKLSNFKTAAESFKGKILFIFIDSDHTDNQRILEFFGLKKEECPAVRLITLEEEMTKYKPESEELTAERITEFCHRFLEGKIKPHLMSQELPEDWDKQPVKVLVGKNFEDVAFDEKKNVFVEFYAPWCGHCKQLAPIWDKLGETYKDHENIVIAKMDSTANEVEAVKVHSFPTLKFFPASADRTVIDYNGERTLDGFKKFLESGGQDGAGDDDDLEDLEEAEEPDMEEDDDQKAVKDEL
# NR2E3 ag-2 = activates human photoreceptor nuclear receptor NR2E3. GST-NR2E3/biotin-RetCOR TR-FRET, 1536-well. inhibition of corepressor binding, % at 4.78 µM. AID 2300. 320,000 compounds, 0.12% hits. Q9Y5X4;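 active = percent inhibition above the cutoff of mean plus 3 SD of all tested compounds, set per screening campaign, cut at about 20% in these data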;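 note: 0% = DMSO wells and 100% = biotin wells as full block of FRET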
#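 System: GST-tagged NR2E3 plus biotinylated RetCOR corepressor; Amount: 1.35 nM GST-tagged NR2E3 final; Dosing: single nominal compound dose of 4.8 µM; Schedule: 5 h incubation at 4 °C; Technique: TR-FRET with europium anti-GST and streptavidin-D2, 340 nm excitation; Controls: biotin wells as high control, 0.6% DMSO wells as low control.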
# The depositor's hits bear a star; nt = no result given.
# The first 3 records as a preview:
1	Cc1nnc(SCCOc2ccccc2)s1
2	Cc1cc(C)n(CCOc2ccc(Br)cc2)n1
3	Cc1cc(C)c(S(=O)(=O)c2ccc(F)cc2C)c(=O)[nH]1
entry no.	1	2	3
HIF-2a block	-52	-17	9
Shn3 inh set2	-24	-1	-6
CaV13 ICDI inh	-2	-10	-4
iPSC survival up	0.0	1.7	-0.4
HTR2A ag	-4	2	0
Peg3 promoter	-41	-9	-9
MITF TRPM1 inh	-22	-7	2
NR2E3 ag-1	-2	-12	-2
H9c2 protect	-1	8	11
PDI turbidity	-2	-13	5
NR2E3 ag-2	1	-3	0

# The whole of this part, from the first entry:
1	Cc1nnc(SCCOc2ccccc2)s1
2	Cc1cc(C)n(CCOc2ccc(Br)cc2)n1
3	Cc1cc(C)c(S(=O)(=O)c2ccc(F)cc2C)c(=O)[nH]1
4	COC(=O)c1ccc2nc(-c3cccc(Br)c3)c(Cc3cccc(F)c3)n2c1
5	CCCc1nnc(SCc2ccc(OCC)cc2)n1N
6	CC(C(=O)NCC1CCCO1)c1ccc([N+](=O)[O-])cc1 (stereo not given)
7	CCOc1ccc(C(=O)N[C@H](C(=O)Nc2cccc(S(=O)(=O)N3CCCCC3)c2)C(C)C)cc1
8	COC(=O)c1ccccc1S(=O)(=O)N1CCC(C(=O)OCC(=O)NCC(F)(F)F)CC1
entry no.	1	2	3	4	5	6	7	8
HIF-2a block	-52	-17	9	-15	10	19	26	13
Shn3 inh set2	-24	-1	-6	nt	-8	-34	19	11
CaV13 ICDI inh	-2	-10	-4	-5	-3	-6	-3	-2
iPSC survival up	0.0	1.7	-0.4	0.5	-0.2	-0.8	-3.5	0.1
HTR2A ag	-4	2	0	7	-1	2	-1	-2
Peg3 promoter	-41	-9	-9	nt	8	21	32	11
MITF TRPM1 inh	-22	-7	2	nt	9	-4	19	13
NR2E3 ag-1	-2	-12	-2	-18	-2	26	12	1
H9c2 protect	-1	8	11	nt	8	8	1	-4
PDI turbidity	-2	-13	5	nt	0	-66	-9	-4
NR2E3 ag-2	1	-3	0	nt	6	0	3	-2

9	Fc1ccccc1-c1nc2nc3ccccc3nc2n1CC1CCCO1 (stereo not given)
10	C/C(=N\NC(=O)c1ccc(O)cc1)c1ccc2c(c1)OCCO2
11	CSc1ccccc1C(=O)NCCSc1ccccc1
12	COc1ccccc1CNC(=O)CSc1cc(=O)n(C)c2ccccc12
13	Nc1ccc2c(S(=O)(=O)O)cccc2c1S(=O)(=O)O
14	COc1cccc(NC2CC(=O)N(CCc3ccccc3)C2=O)c1 (stereo not given)
15	O=C(c1sccc1-n1cccc1)N1CCCC1
16	O=C(C(F)C(F)(F)F)N1CCN(c2ccccc2)CC1 (stereo not given)
entry no.	9	10	11	12	13	14	15	16
HIF-2a block	-86	-15	-201	15	11	0	0	-6
Shn3 inh set2	-2	-67	-7	12	3	7	-1	11
CaV13 ICDI inh	-4	-5	nt	8	-10	nt	nt	-8
iPSC survival up	0.3	0.5	3.4	1.6	-0.5	-0.3	4.5	-2.3
HTR2A ag	0	-11	-1	0	-1	0	3	0
Peg3 promoter	-6	-108	-75	-1	10	7	11	-4
MITF TRPM1 inh	-10	-29	-37	1	4	-4	8	1
NR2E3 ag-1	-21	-10	-28	-21	-25	7	-21	-1
H9c2 protect	1	3	11	4	0	2	0	2
PDI turbidity	-3	11	-9	0	-5	6	6	3
NR2E3 ag-2	3	-1	-1	-2	nt	-4	3	3

17	CC1=CC(C)C(CN(CCC[N+](C)(C)C)C(=O)Nc2ccccc2)C(C)C1 (stereo not given)
18	O=C(CCSCc1ccc(Cl)cc1)NC1CCCC1
19	Cc1ccccc1N1CCN(C2=NC(=O)/C(=C\c3cccs3)S2)CC1
20	CC1(C(=O)OCC(=O)NCc2ccc(Cl)cc2)CC1(Cl)Cl (stereo not given)
21	Cc1ccc(-c2cc(C(=O)N3CCN(c4ccc(O)cc4)CC3)c3ccccc3n2)cc1
22	CN(C)CCCNS(=O)(=O)c1cc(Cl)c(Cl)cc1Cl
23	CCOc1ccc(CCNC(=O)Cn2c(=O)oc3ccccc32)cc1OCC
24	COc1cccc(NC(=O)CN(C)CC(=O)NCc2ccc3c(c2)OCO3)c1
entry no.	17	18	19	20	21	22	23	24
HIF-2a block	12	21	-164	4	-182	7	0	0
Shn3 inh set2	-7	14	7	-9	-29	-13	-13	-4
CaV13 ICDI inh	-5	-2	1	-7	-7	1	-6	-2
iPSC survival up	0.1	-0.6	-1.2	6.1	-2.5	-0.5	6.4	-2.3
HTR2A ag	2	13	0	0	2	-3	1	-1
Peg3 promoter	10	-5	-99	11	-78	4	3	4
MITF TRPM1 inh	3	-9	-24	-1	-40	9	10	-1
NR2E3 ag-1	-23	-1	-102	6	13	-6	-8	6
H9c2 protect	-4	-6	-6	-2	-14	4	3	-2
PDI turbidity	-4	-1	4	3	-8	-2	5	-9
NR2E3 ag-2	5	1	4	nt	nt	-2	-1	4

25	OC(Cc1cccnc1)(c1ccccc1)c1ccccc1
26	CC(C)c1ccc(NC(=O)c2cc(S(=O)(=O)NCC3COc4ccccc4O3)ccc2F)cc1 (stereo not given)
27	CN(C)CCCSc1nc2ccccc2s1
28	Cc1ccc(S(=O)(=O)N2C[C@H]3n4c(=O)ccc(=O)n4C[C@H](OC(=O)Nc4c(C)noc4C)[C@@]3(O)C2)cc1
29	COc1ccccc1OC[C@H](O)CO
30	Cc1ccc(CN(Cc2ccco2)C(=S)NCC(=O)O)cc1
31	CC1=C(C(=O)OCc2ccccc2)C(c2ccc(Br)cc2)NC(=O)N1CCCCCC(=O)O (stereo not given)
32	Cc1ccc(Cc2nnc(SCC(=O)Nc3ccccc3)n(N)c2=O)cc1
entry no.	25	26	27	28	29	30	31	32
HIF-2a block	2	-43	-81	4	7	17	-263	5
Shn3 inh set2	7	17	-11	0	7	-4	-88	11
CaV13 ICDI inh	-7	-5	14	-9	-5	-3	-7	-1
iPSC survival up	1.0	-0.5	0.0	-1.2	0.1	-0.5	1.2	0.0
HTR2A ag	-1	0	-5	-4	-5	7	-3	-7
Peg3 promoter	3	11	-81	3	-4	7	-237	-14
MITF TRPM1 inh	5	-5	-7	nt	6	-3	-58	1
NR2E3 ag-1	5	18	9	-33	-10	1	-51	-24
H9c2 protect	-10	-11	9	-6	-1	0	-4	-4
PDI turbidity	9	12	-3	3	4	0	5	1
NR2E3 ag-2	nt	3	1	nt	-1	2	1	-3

# Looked up above.
# Entry for no. 21 in HIF-2a block: -182
# Entry for no. 2 in PDI turbidity: -13

# Next entries:
33	OCCN(Cc1ccccc1)Cc1ccccc1O
34	Cc1noc(C)c1S(=O)(=O)N(CC(=O)N1CCCCCC1)c1ccc(C(C)C)cc1
35	c1ccc(C(c2nnnn2C2CCCCC2)N2CCc3ccccc3C2)nc1 (stereo not given)
36	C[C@@H]1CN([C@@H](C)CO)C(=O)c2cc(Br)cnc2O[C@@H]1CN(C)Cc1cncnc1
37	Cc1cc(NC(=O)COc2ccc([N+](=O)[O-])cc2)no1
38	CCc1nc2ccc(C(=O)Nc3cc(-c4ccccc4)ccc3OC)cn2c1N(C)Cc1ccc(Cl)cc1
39	COc1ccc(CNC(=O)C2CCC(CNS(=O)(=O)c3ccc(C)cc3)CC2)cc1 (stereo not given)
40	O=S(=O)(c1ccc(Cl)c(C(F)(F)F)c1)N1CCN(CC(O)COCC2CCCO2)CC1 (stereo not given)
entry no.	33	34	35	36	37	38	39	40
HIF-2a block	13	3	12	15	-37	-22	-3	13
Shn3 inh set2	14	5	9	-19	-10	6	9	-9
CaV13 ICDI inh	3	51*	nt	-7	-5	-7	-6	-5
iPSC survival up	2.2	3.0	1.6	-1.8	-1.7	7.6	-0.8	-2.5
HTR2A ag	-2	5	0	-1	4	-1	1	4
Peg3 promoter	5	4	1	-1	-21	-2	5	5
MITF TRPM1 inh	-11	1	22	nt	-15	nt	-2	9
NR2E3 ag-1	2	-2	-17	-8	-10	23	-11	-8
H9c2 protect	-5	1	10	16	1	1	-3	-2
PDI turbidity	-12	9	4	-4	4	8	0	-2
NR2E3 ag-2	-2	2	-2	nt	3	nt	1	3

41	CCNC(=O)COc1ccc2ccccc2c1
42	O=S(=O)(c1ccc(F)cc1)N1CCC(c2nc3ccccc3[nH]2)CC1
43	CC(C)(Oc1ccc(Cl)cc1)C(=O)N1CCN(C(=O)c2ccco2)CC1
44	CC(=O)Oc1ccc(N(C(C)=O)S(=O)(=O)c2ccc3ccccc3c2)cc1Br
45	CCOC(=O)c1cccc(NC(=O)C2CCC(CNc3c(N4CCOCC4)c(=O)c3=O)CC2)c1 (stereo not given)
46	C/C(=N\NC(=O)CSc1nnc(C)s1)c1ccc(Cl)cc1
47	Cc1ccc(SCC(=O)OCC(=O)N(CC(C)C)c2c(N)n(Cc3ccccc3)c(=O)[nH]c2=O)cc1C
entry no.	41	42	43	44	45	46	47
HIF-2a block	-177	10	14	-13	16	5	12
Shn3 inh set2	-39	3	2	16	8	-22	-4
CaV13 ICDI inh	nt	-5	-2	-2	-6	-5	-14
iPSC survival up	-0.4	-0.4	-0.3	-0.6	1.6	-0.2	-0.4
HTR2A ag	-6	0	5	1	3	5	6
Peg3 promoter	-139	22	11	15	2	-8	21
MITF TRPM1 inh	-28	-3	8	14	2	9	10
NR2E3 ag-1	-5	-4	-26	32	-45	-12	-27
H9c2 protect	-5	8	4	-3	-4	2	1
PDI turbidity	6	-10	-11	2	-10	7	3
NR2E3 ag-2	6	0	0	1	5	0	0

# Part of the list above, with values under each structure:
# The line under a structure holds: HIF-2a block	Shn3 inh set2	CaV13 ICDI inh	iPSC survival up	HTR2A ag	Peg3 promoter	MITF TRPM1 inh	NR2E3 ag-1	H9c2 protect	PDI turbidity	NR2E3 ag-2
41: CCNC(=O)COc1ccc2ccccc2c1
  -177	-39	nt	-0.4	-6	-139	-28	-5	-5	6	6
47: Cc1ccc(SCC(=O)OCC(=O)N(CC(C)C)c2c(N)n(Cc3ccccc3)c(=O)[nH]c2=O)cc1C
  12	-4	-14	-0.4	6	21	10	-27	1	3	0
46: C/C(=N\NC(=O)CSc1nnc(C)s1)c1ccc(Cl)cc1
  5	-22	-5	-0.2	5	-8	9	-12	2	7	0
43: CC(C)(Oc1ccc(Cl)cc1)C(=O)N1CCN(C(=O)c2ccco2)CC1
  14	2	-2	-0.3	5	11	8	-26	4	-11	0
44: CC(=O)Oc1ccc(N(C(C)=O)S(=O)(=O)c2ccc3ccccc3c2)cc1Br
  -13	16	-2	-0.6	1	15	14	32	-3	2	1
